Screening data deposited in PubChem BioAssay by National Center for Advancing Translational Sciences (NCATS).
MmCpn inh – inhibitors of Methanococcus maripaludis chaperonin (MmCpn); 330,000 tested, 0.031% active; Potency, µM (titrated, usually from 76.9 µM), for the others: at the highest dose activity, negative = inhibition, actives largely listed as inhibitors; purified Mm-Cpn ATPase, ADP Transcreener TR-FRET; further: potency means the concentration at half of the fitted maximal effect; on the % scale 0 is the no-effect control and ±100 the full control effect; nearly all actives have a fitted effect of over 80% in size
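Eu-cryptate anti-ADP/ADP-d2 competition gives a ratio inversely related to ADP. Enzyme at 25 nM was pre-exposed to compound for 10 min, then given 10 uM ATP for 30 min, 37°C throughout.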
D3 antag – blocks the human D3 dopamine receptor | 360,000 tested, 2.5% active | max response, negative = inhibition, % | D3R cells, DiscoveRx beta-arrestin luminescence, antagonist mode; stronger effect = lower value | P35462; in the data active means max response below about -50%; inconclusive means no clear call, values can overlap the other calls; further: on the % scale 0 is the no-effect control and ±100 the full control effect; mostly tested at two doses, the higher about 12 µM
Target sequence (P35462 whole entry, looked up): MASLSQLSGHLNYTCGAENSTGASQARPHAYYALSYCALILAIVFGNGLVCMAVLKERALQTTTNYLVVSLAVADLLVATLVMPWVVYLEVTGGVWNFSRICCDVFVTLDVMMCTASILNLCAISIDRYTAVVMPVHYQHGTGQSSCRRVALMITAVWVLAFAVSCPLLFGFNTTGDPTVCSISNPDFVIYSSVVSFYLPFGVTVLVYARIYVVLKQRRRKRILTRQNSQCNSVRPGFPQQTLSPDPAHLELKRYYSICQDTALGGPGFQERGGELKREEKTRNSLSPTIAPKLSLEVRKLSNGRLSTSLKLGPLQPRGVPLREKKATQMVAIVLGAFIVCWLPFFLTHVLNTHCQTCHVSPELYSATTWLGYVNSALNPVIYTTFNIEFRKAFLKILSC
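Cells plated overnight at 1500 cells/well, then exposed to library compounds with dopamine controls for 90 minutes at 37 degrees C. DiscoveRx reagent added for 30–60 minutes at room temperature; luminescence read, quantitative HTS format.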
EPAC2 antag – EPAC2 (human) antagonism | Potency, µM (top dose mostly 114 µM), inactives show at the top dose activity, negative = inhibition, hits mostly inhibitors | 360,000 tested, 0.18% active | Q8WZA2 | AID 720708 | EPAC2 GEF exchange of Rap1B-BODIPY-GDP, fluorescence; further: potency means the concentration at half of the fitted maximal effect; on the % scale 0 is the no-effect control and ±100 the full control effect; nearly all actives have a fitted effect of over 45% in size; many of its hits are not listed in these tables
CCT chaperon mod – cytosolic chaperonin activity modulation. AID 651819. purified chaperonin ATPase assay, HTRF ADP detection, 30 min. activity change, % (test concentration not listed), hits read low. 360,000 tested, 0.3% active; in the data active means activity change below about -30%; further: on the % scale 0 is the no-effect control and ±100 the full control effect
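We incubate TRiC, 40 or 20 nM final, with library compounds at 76 uM and 10 uM ATP for 30 min at 37 °C. ADP formed is detected with Transcreener HTRF reagents after 30 min at room temperature.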
D3 ag – activates the human D3 dopamine receptor; P35462; D3R DiscoveRx beta-arrestin cells, luminescence, 90 min; max activation, %; 410,000 tested, 0.58% active; in the data active means max activation above about 30%; further: 0% is about no effect; mostly tested at two doses, the higher about 12 µM
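Agonist-mode cell screen: cells plated at 1500/well and incubated overnight at 37 °C, then exposed to library compounds for 90 min at 37 °C. Detection reagent was added for 30–60 min at room temperature, and luminescence was read.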
EPAC2 agonist – agonists of human EPAC2 (RAPGEF4). Q8WZA2. EPAC2 activation, biochemical qHTS; response scale: 100% = 6.5 mM cAMP response. Potency, µM (series often up to 154 µM), without a hit: at the highest dose activation, most hits filed as activators. 360,000 tested, 0.079% active; further: potency means the concentration at half of the fitted maximal effect; nearly all actives have a fitted effect of over 50% in size
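Compounds were added across a concentration range to EPAC2 (100 nM), RAP1B-BODIPY-GDP (250 nM) and GDP (50 uM). After 5 min at room temperature, fluorescence was recorded at 5-min intervals for 30 min.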
Akt phos inh – inhibitors of Akt phosphorylation. Neuro2A IGF-stimulated pAkt S473 HTRF, 20 min; stronger effect = lower value. activity change, % for hits at 50 µM. 360,000 tested, 0.32% active; in the data active means activity change below about -80%; inconclusive means mostly about -51% to -80%; further: on the % scale 0 is the no-effect control and ±100 the full control effect
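Neuro2A cells (4,500/well, DMEM with 0.5% FBS) were treated with compound at a single 50 µM final concentration, stimulated with 6 nM IGF for 20 min at 37 °C, and lysed. Phospho-Akt Ser473 was read by HTRF as 665/615 ratio ×10^4.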
PTHR1 ag – agonists of human PTHR1 parathyroid hormone receptor. HEK293 GP2 PTHR1 cells, GloSensor cAMP luminescence, 1 h. Q03431. Potency, µM (titrated, usually from 115 µM), for the others: at the highest dose activation, actives largely listed as activators. 410,000 tested, 0.075% active; further: potency means the concentration at half of the fitted maximal effect; nearly all actives have a fitted effect of over 55% in size; some results filed as inactive show a strong effect at the top dose; inactives centre near -15; many of its hits are not listed in these tables
Target sequence (Q03431 whole entry, looked up): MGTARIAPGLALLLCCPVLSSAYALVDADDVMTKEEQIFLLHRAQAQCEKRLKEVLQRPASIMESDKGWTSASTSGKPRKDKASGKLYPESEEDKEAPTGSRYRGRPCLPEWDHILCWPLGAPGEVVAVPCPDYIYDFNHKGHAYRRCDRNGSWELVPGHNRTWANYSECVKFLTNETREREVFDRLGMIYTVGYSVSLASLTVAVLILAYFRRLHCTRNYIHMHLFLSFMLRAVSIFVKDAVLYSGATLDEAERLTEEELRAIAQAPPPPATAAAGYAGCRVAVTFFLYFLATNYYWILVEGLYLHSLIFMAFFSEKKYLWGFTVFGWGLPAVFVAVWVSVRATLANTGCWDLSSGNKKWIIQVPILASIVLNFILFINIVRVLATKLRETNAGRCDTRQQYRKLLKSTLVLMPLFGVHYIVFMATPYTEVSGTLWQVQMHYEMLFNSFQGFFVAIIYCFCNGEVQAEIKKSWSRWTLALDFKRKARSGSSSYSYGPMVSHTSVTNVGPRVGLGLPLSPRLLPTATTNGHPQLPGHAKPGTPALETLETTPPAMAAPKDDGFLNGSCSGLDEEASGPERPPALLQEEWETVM
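HEK-293-derived GP2 cells expressing PTHR1 and a GloSensor cAMP reporter, 3,000/well, plated overnight, given luciferin plus IBMX (each 0.5 mM as added) for 1 h at 37 °C, then compound for 1 h at 37 °C. Luminescence was read after 15 min at room temperature.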
Starred values were filed as active, the others as inactive; i = inactive; u = inconclusive; x = not tested or not shown; & = joins results of further samples; [ ] = another dose, or the depositor's remark. Unless noted, the call rests on the fitted dose curve; in most records, active means well fitted curve in the direction sought with a large enough effect; inconclusive means small, poorly fitted or top-dose-only effect, or another doubt; inactive means no such curve, though single readings can be large; an effect the other way counts as inactive or inconclusive. An excerpt. The share of hits here may be higher or lower than overall.

SMILES	MmCpn inh	D3 antag	EPAC2 antag	CCT chaperon mod	D3 ag	EPAC2 agonist	Akt phos inh	PTHR1 ag
COc1ccc(C(=O)c2coc(-c3ccccc3C(=O)O)c2C(=O)O)cc1	-4%	1	-4%	-2.0	6	7%	i	-8%
CCCN(C(=O)C1CCN(S(=O)(=O)c2ccc(OC)c(OC)c2)CC1)C1CCS(=O)(=O)C1 (configuration not stated)	1%	9	6%	-0.5	-1	-1%	i	-25%
Cn1cc(CCC(=O)NC2CC2)c2ccccc21	0%	-5	-3%	-0.6	-4	9%	i	i
O=C(c1ccc(-n2cccn2)cc1)N1CCc2ccccc2C1	0%	-13	-17%	0.1	-12	9%	i	-12%
O=C(NC(C(=O)N1CCCC1C(=O)O)=C1CCCCC1)c1ccccc1 (configuration not stated)	1%	0	5%	-3.6	-3	6%	i	i
CC(C)Cc1cc(CN2CCC(CO)(Cc3cccc(C(F)(F)F)c3)CC2)[nH]n1	-3%	-16	10%	0.9	-16	-10%	i	-29%
O=C(COC(=O)c1cccs1)Nc1cc(S(=O)(=O)N2CCOCC2)ccc1Cl	-2%	3	-3%	-1.9	-2	16%	i	-33%
COCCn1c(SCC(=O)c2c(N)n(C)c(=O)n(C)c2=O)nc2ccccc21	-1%	5	17%	-1.1	5	-5%	i	-17%
COc1cc(C2c3c(oc4ccccc4c3=O)C(=O)N2Cc2ccncc2)ccc1O (configuration not stated)	1%	-13	-3%	-1.3	-5	-14%	i	-7%
O=C(CCc1nc2ccccc2c(=O)[nH]1)Nc1ccccc1N1CCCC1	1%	6	-1%	-2.4	-14	5%	i	-79%[inhibitor]
CC(CN1CCOCC1)OC(=O)c1ccc(Br)cc1 (configuration not stated)	0%	-67*	10%	-3.9	-18	7%	i	i
CCCc1nc(N2CCCC2)c(C#N)c2c1CCCC2	0%	-11	-5%	-8.0	-1	6%	i	-13%[57.5 µM]
CCOC(=O)C1CCN(Cc2ccc(F)c(Br)c2)CC1	1%	-78*	-2%	-2.5	-49	1%	i	i
O=C(COc1ccccc1)Nc1ccc(-c2ccc(N3CCOCC3)nn2)cc1	-8%	-4	9%	-137*	-5	5%	i	-18%
COc1cc(C(=O)Nc2ccc(C#N)cc2)c([N+](=O)[O-])cc1OC	2%	-19	-10%	1.4	-6	15%	i	i
CCS(=O)(=O)c1nc(S(=O)(=O)c2ccc(C)cc2)c(NCCCN2CCOCC2)s1	-21%	-6	6%	7.7	-1	7%	i	i
O=c1c2ccccc2nc(/C=C/c2ccc(Br)cc2)n1CCCO	-6%	21	-1%	-1.7	-8	6%	i	i
COCCCn1c(=N)c(C(=O)NCc2ccc3c(c2)OCO3)cc2c(=O)n3cccc(C)c3nc21	x	1	19%	-1.1	0	9%	i	-9%
CCNC(=O)c1c(O)c2cccc3c2n(c1=O)CC3	-15%	-10	11%	-0.3	-2	4%	i	i
O=C(Nc1ccccc1)C1=C[C@@H](c2coc3ccccc3c2=O)C[C@@H](OCCCCO)O1	x	31	-1%	-2.9	8	2%	i	i
Cc1onc(-c2c(Cl)cccc2Cl)c1COC(=O)c1ccc(Cl)cc1[N+](=O)[O-]	2%	1	u	0.8	-2	18%	i	-17%
O=C1/C(=C/c2ccc(F)cc2)SC(=S)N1Nc1ncc(C(F)(F)F)cc1Cl	-2%	-25	-8%	-3.3	0	5%	i	i
COc1cccc(CNC(=O)CCS(=O)(=O)c2ccc3c(c2)oc(=O)n3C)c1	2%	-4	-1%	-1.8	5&6	4%	i	i
CCCC(CCC(=O)Nc1nccs1)C(=O)O (configuration not stated)	-9%	-3	2%	-0.6	-5	2%	i	i
COC(=O)C1(c2ccccc2)NC(c2cccs2)C2C(=O)N(C)C(=O)C21 (configuration not stated)	1%	18	0%	-0.5	-8	1%	i	i
CCn1c(SCC(=O)Nc2nc(C)c(C(=O)OC)s2)nnc1C(C)C	0%	2	20%	1.9	2	-4%	i	i
CCCCn1c(N)c(N(CCOC)C(=O)c2cc(-c3ccc(F)cc3)nc3ccccc23)c(=O)[nH]c1=O	1%	-4	3%	-2.0	-5	1%	i	i
CC(C)(C)c1ccc(C(=O)NCCC(=O)NCc2ccco2)cc1	-3%	-18	1%	-5.0	2	0%	i	i
COc1ccc(Cc2nc3ccc(C(=O)NCCc4ccccn4)cc3o2)cc1OC	-2%	11	4%	-0.6	8	-2%	i	-5%
CCOC(=O)CSC1=C(C#N)C(c2ccc(C)o2)CC(=O)N1 (configuration not stated)	-7%	-13	-2%	-2.6	-3	12%	i	6%
Nc1nnc(SCC(=O)NC2CCCc3ccccc32)s1 (configuration not stated)	2%	-19	10%	-0.8	2	15%	i	i
CC1CCCN(C(=S)Nc2ccc(S(=O)(=O)N3CCCCC3)cc2)C1 (configuration not stated)	-2%	4	-2%	-0.4	-4	14%	i	i
N#Cc1c(N2CCN(c3ccc([N+](=O)[O-])cc3)CC2)[n+](=O)c2ccc(Cl)cc2n1[O-]	x	0	15%	1.6	-11	4%	i	-59%
CCOc1ccccc1OCCOCCOc1c(Cl)cccc1Cl	-1%	17	-5%	0.8	2	8%	i	-1%
COC(=O)c1ccc(CNC(=O)CNC(=O)c2sc3ccccc3c2Cl)cc1	-5%	-3	-24%	-2.5	-6	-3%	i	-16%
Cc1c(C(=O)Nc2ccccc2F)sc2ncn(CC(=O)N3CCCCC3)c(=O)c12	-1%	25	0%	0.9	18	-6%	i	-20%
Cc1ccccc1CC1(CO)CCCN(Cc2ccc3c(c2)OCCO3)C1 (configuration not stated)	-3%	-4	1%[57.1 µM]	1.2	-6	8%	i	-7%
FC(F)(F)c1cccc(-c2noc(CN3CCOCC3)n2)c1	1%	-20	17%	0.2	0	17%	i	i
Cc1cccc(S(=O)(=O)CC(=O)Nc2nc(-c3ccccc3)cs2)c1	2%	5	-4%	-0.4	-4	20%	i	i
Cc1ccc(OCC(=O)c2c[nH]c3ccccc23)c([N+](=O)[O-])n1	1%	-12	5%	-0.5	-20	-1%	i	2%
Nc1nc(N)nc(-c2cc(F)ccc2O)n1	2%	11	3%	2.2	-6	-4%	i	u
C[C@H](NC(=O)OCc1ccccc1)C(=O)NNC(=O)[C@H](Cc1ccccc1)NC(=O)OC(C)(C)C	-3%	-16	3%	-2.3	2	-7%	i	-20%
COc1ccc(Br)cc1C=NNS(=O)(=O)c1ccc(C)cc1	x	u	-26%	-0.6	-7	u	i	i
CCN(CC)CCNc1nc2c(c(=O)n(C)c(=O)n2C)n1C/C=C(/C)Cl	0%	-29	0%	1.6	-8	4%	i	i
CC(C)Sc1nc2c(c(=O)[nH]c(=O)n2C)n1Cc1ccccc1	-1%	1	1%	-0.9	0	12%	i	i

Among those listed so far, two have a tert-butyl group.
SMILES	MmCpn inh	D3 antag	EPAC2 antag	CCT chaperon mod	D3 ag	EPAC2 agonist	Akt phos inh	PTHR1 ag
CC(C)(C)c1ccc(C(=O)NCCC(=O)NCc2ccco2)cc1	-3%	-18	1%	-5.0	2	0%	i	i
C[C@H](NC(=O)OCc1ccccc1)C(=O)NNC(=O)[C@H](Cc1ccccc1)NC(=O)OC(C)(C)C	-3%	-16	3%	-2.3	2	-7%	i	-20%

Additional compounds follow:
SMILES	MmCpn inh	D3 antag	EPAC2 antag	CCT chaperon mod	D3 ag	EPAC2 agonist	Akt phos inh	PTHR1 ag
O=C(CN1CCC(Cc2ccccc2)CC1)NC(=O)NC1CCCCC1	0%	-11	-13%	-3.5	-12	10%	i	-67%[inhibitor]
COCCNc1nc(Nc2ccc(F)cc2)c2sccc2n1	x	11	-2%	-0.2	-2	-2%	i	-10%
CC(C)(C)C(=O)Nc1cc2nn(-c3ccccc3)nc2cc1Cl	1%	36	-2%	1.0	2	-4%	i	-95%
CCOC(=O)c1c(NC(=O)CSc2nc3ccccc3o2)sc(C)c1C	-4%	10	-3%	-1.9	14	4%	i	22%[57.5 µM]
O=C(Nc1nnc(-c2ccccc2)s1)c1cc(S(=O)(=O)N2CCOCC2)c(Cl)cc1Cl	0%	-70*	-6%	0.0	3	2%	i	-39%[inhibitor]
Cc1cc(/C=N/n2cnnc2)c(C)n1-c1ccc(OCc2ccc(Cl)cc2)cc1	0%	-20	-3%	0.3	3	1%	i	-25%
CN(CC(=O)Nc1ccccc1Cl)CC(=O)N1CCc2ccccc21	-2%	u	4%	0.7	-4	15%	i	-21%
COc1cc(OC)cc(C(=O)NC(=S)NNC(=O)Cc2cccs2)c1	-8%	20	-2%	-1.9	2	0%	i	-6%
CCOc1ccc(-c2nc3n(c(=O)c2C#N)CCCS3)cc1	-6%	-16	7%	-2.6	3	-6%	i	-12%[57.5 µM]
CSC1=NC(C)(C)C=C(/C=C/c2c(Cl)cccc2Cl)N1	4%	6	-24%	-1.8	-4	10%	i	i
COc1ccc(C(=O)OC(C)CN2CCN(C)CC2)cc1 (configuration not stated)	-3%	19	-1%	-1.1	-6	3%	i	-20%
CN1N=C(C(=O)NC2CCCc3c2cnn3-c2ccc(F)cc2F)CCC1=O (configuration not stated)	-1%	-9	-1%	-4.3	-4	-7%	i	-8%
N#CC1=C(N)OC2=C(CC/C2=C\c2ccccc2)C1c1ccccc1 (configuration not stated)	-3%	-1	130%[activator]	-2.3	1	u	i	-9%
N#C/C(=N\Nc1ccc(F)cc1)C(=O)C1CC1	3%	-9	-7%	7.2	4	5%	i	-50%[inhibitor]
S=C(NCCc1ccccc1)Nc1nccs1	-6%	2	8%	-0.4	3	1%	i	i
COc1cc(OC)c(OC)cc1/C=C/c1cc(C(F)(F)F)[nH]c(=O)n1	-2%	7	-9%	1.9	4	-14%	i	-15%
C[C@H](NC(=O)N1CCC(Cc2ccccc2)CC1)C(=O)O	0%	-17	2%	-4.6	-7	16%	i	24%
COc1cc(/C=C2\C(=O)NN(c3ccc(C)cc3)C2=O)cc([N+](=O)[O-])c1O	-4%	-8	-2%	-0.5	2	-1%	i	-28%
